Giardia FBPA inh: inhibitors of Giardia lamblia fructose-1,6-bisphosphate aldolase | 290,000 tested, 0.71% active | purified Giardia FBPA | Potency, µM (series often up to 59.6 µM), inactives show at the highest dose activity, negative = inhibition, actives largely listed as inhibitors | A8B2U2 | AID 2451; note: potency is the fitted concentration of half-maximal effect; % is set by controls: 0 for no effect and ±100 for the full control effect; nearly all actives have a fitted effect of over 55% in size
Target sequence (A8B2U2 whole entry, looked up): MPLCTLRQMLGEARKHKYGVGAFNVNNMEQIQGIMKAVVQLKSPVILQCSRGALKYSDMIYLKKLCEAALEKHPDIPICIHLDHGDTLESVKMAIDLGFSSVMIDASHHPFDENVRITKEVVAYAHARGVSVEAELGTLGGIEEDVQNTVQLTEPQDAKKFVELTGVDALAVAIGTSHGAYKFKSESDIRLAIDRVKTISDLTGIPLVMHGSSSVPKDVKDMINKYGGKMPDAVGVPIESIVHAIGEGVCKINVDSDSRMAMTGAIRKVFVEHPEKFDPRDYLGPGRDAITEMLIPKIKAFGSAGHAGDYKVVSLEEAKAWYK
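40 nM FBPA preincubated 10 min at RT with compound (up to 57.5 uM final), then substrate plus GAPDH/TPI/NAD/arsenate coupling and diaphorase/resazurin added. Fluorescence read after 20 min at RT, 525/598 nm.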
Pf growth 96h: P. falciparum growth inhibition at 96 hours; 320,000 tested, 6.9% active; P. falciparum luciferase reporter growth, 96 h; AID 504834; Potency, µM (series often up to 28.7 µM), for inactives: at the highest dose activity change, negative = inhibition, most hits filed as inhibitors; note: potency is the fitted concentration of half-maximal effect; % is set by controls: 0 for no effect and ±100 for the full control effect
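P. falciparum expressing integrated firefly luciferase, in erythrocytes at 2% hematocrit, 0.05% parasitemia, incubated with compounds 96 h at 37 C, 5% CO2. Growth inhibition read as loss of luminescence; two-generation exposure targets delayed-death apicoplast inhibitors.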
Pf growth 48h: P. falciparum growth inhibition at 48 hours (one generation) | Potency, µM (top dose mostly 28.7 µM), for the others: top-dose activity change, negative = inhibition, hits mostly inhibitors | 310,000 tested, 5.9% active | AID 504832 | P. falciparum luciferase growth in erythrocytes, 48 h; note: potency is the fitted concentration of half-maximal effect; % is set by controls: 0 for no effect and ±100 for the full control effect
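Luciferase-expressing parasites in RBCs, 2% Hct / 0.1% parasitemia final; RPMI 1640 + 0.5% Albumax; 37 C, 5% CO2, one generation; luminescence read-out, lower signal = inhibition.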
HCV inhibitor: HCV inhibition | Huh7.5.1 HCVcc-Cre infection, luciferase reporter, 44 h | Potency, µM (series often up to 41.8 µM), for the others: at the top dose activity change, negative = inhibition, most hits filed as inhibitors | 340,000 tested, 3.4% active | AID 651820; note: potency is the fitted concentration of half-maximal effect; % is set by controls: 0 for no effect and ±100 for the full control effect
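HCVcc-Cre virus at an moi near 0.5 was added right after compound to cells cultured 4 h from seeding (1,000 cells/well). Luciferase activity was determined 44 h later, 15 min after substrate addition at RT.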
Cycloheximide cs: counter-screen for Shiga toxin inhibitors: cycloheximide protein synthesis inhibition | max response, % | cell reporter, cycloheximide protein synthesis inhibition counterscreen | 300,000 tested, 12% active | AID 2314; in the data active = max response mostly above about 13%, no sharp cut-off; inactive = mostly below about 14%; note: read at 38.3 µM for the half of the compounds with a filed dose; 0% is about no effect
Shiga inhibitor: inhibitors of Shiga toxin in Vero cells. inhibition, % at 38.7 µM. 290,000 tested, 9.2% active. Vero cells, Shiga toxin protein synthesis inhibition reporter; in the data active = inhibition mostly above about 28%, no sharp cut-off; inactive = mostly below about 43%; note: 0% is about no effect
An asterisk follows results filed as active; ? = inconclusive; nt = no result given; [ ] = remark or other dose. Unless noted, calls come from the whole dose curve; as a rule, active = well fitted curve in the direction sought with a large enough effect; inconclusive = small, poorly fitted or top-dose-only effect, or another doubt; inactive = no such curve, though single readings can be large; an effect the other way counts as inactive or inconclusive.

Value order – Giardia FBPA inh	Pf growth 96h	Pf growth 48h	HCV inhibitor	Cycloheximide cs	Shiga inhibitor
> CC(C)CC1(C)NC(=O)N(CC(=O)Nc2ccc3c(c2)CCC3)C1=O (stereo not drawn)
 : -1%	29%	-9%	-1%	22	46
> COc1ccc(OCCC(=O)NC2CCCCC2)cc1
 : 0%	-23%	-5%	-13%	0	9
> Cc1nnc2ccc(N3CCN(c4cccc(C(F)(F)F)c4)CC3)nn12
 : -1%	?	?	-3%	-2	-4
> CCOc1ccccc1NC(=S)Nc1ccc(S(N)(=O)=O)cc1
 : -7%	-14%	28%	4%	-3	-18
> Cc1ccccc1N(C(=O)c1csnn1)C(C(=O)NC1CCCC1)c1ccncc1 (stereo not drawn)
 : nt	8%	4%	16%	-9	2
> CCN(CC)C(=O)Cc1c(O)c2ccccc2[nH]c1=O
 : -14%	-18%	41%[activator]	6%	-2	-5
> O=C(CN1C(=O)COc2ccc(S(=O)(=O)N3CCCC3)cc21)NC1CC1
 : 15%	14%	21%	8%	-1	7
> O=C(Nc1cccc(C(=O)O)c1)Nc1ccc2c(c1)OCO2
 : -4%	-26%	231%[activator]	16%	30*	36*
> CCOC(=O)C1CCCN(C/C=C/c2ccccc2)C1 (stereo not drawn)
 : 16µM*	?	21%	7%	-3	-7
> COc1cc(/C=C2\CCC(C3CCCC3)C2=O)ccc1OC(C)C (stereo not drawn)
 : 0%	?	2.1µM*	4%	-3	5
> COc1cc(CCN2C(=O)c3cccc4cccc(c34)C2=O)c(S(=O)(=O)NCCCO)cc1OC
 : 3%	8.3µM*	?	-8%	1	17
> Cc1sc2c(c1C)c(=O)nc1scc(CC(=O)O)n12
 : -12%	-17%	nt	8%	-3	-12
> CN(C)c1ccc(C(=O)Nc2ccc(S(=O)(=O)Nc3nccs3)cc2)cc1
 : nt	-15%	-5%	24%	-4	-5
> O=C(Nc1ccc(Br)cc1F)C1CCCN(S(=O)(=O)c2cnc[nH]2)C1 (stereo not drawn)
 : 2%	32%[activator]	nt	?	-2	22
> CN(C)S(=O)(=O)c1cccc(NC(=O)COC(=O)c2ccc3c(c2)OCO3)c1
 : 6%	5%	21%	-5%	-4	-1
> O=C(NNC1CC(=O)N(c2ccc(Cl)cc2)C1=O)c1ccccc1Cl (stereo not drawn)
 : 3%	42%[activator]	-12%	?	-3	-2
> COc1cc2c(cc1OC)n(CC(=O)NC1CCCCCC1)n1c(C)cc(=O)nc21
 : nt	5.9µM*	19%	-1%	14	-4
> CC1(C)Cc2ccccc2-c2nnc(-c3ccccn3)n21
 : 1%	?	20%	1%	-2	-3
> CCS(=O)(=O)N1CCCC(C(=O)Oc2ccc(Br)cc2)C1 (stereo not drawn)
 : 7%	29%	15%	-2%	-1	-8
> NC1=NC2(CCN(Cc3ccccc3)CC2)n2c(nc3ccccc32)N1
 : -3%	nt	?	-1%	4	-13

(listing goes on)
Value order – Giardia FBPA inh	Pf growth 96h	Pf growth 48h	HCV inhibitor	Cycloheximide cs	Shiga inhibitor
> CCCCC(=O)NC(c1ccc([N+](=O)[O-])cc1)c1c(O)ccc2ccccc12 (stereo not drawn)
 : ?	63%[activator]	10µM*	?	-1	-6
> CCC(C(=O)NCc1ccco1)n1nc(C)c2c(C)n(-c3ccccc3)nc2c1=O (stereo not drawn)
 : nt	15µM*	-14%	-12%	-8	-6
> CC(C(=O)Nc1ccccc1Cl)N(c1ccccc1)S(C)(=O)=O (stereo not drawn)
 : -7%	-11%	8%	2%	2	28
> CCc1ccc(S(=O)(=O)Nc2cc3c(cc2N2CCCCC2)n(C)c(=O)c(=O)n3C)cc1
 : ?	12%	-27%	-10%	3	-14
> COc1cccc2cc(-c3nc4ccccc4[nH]3)c(=O)oc12
 : -12%	24%	109%[activator]	19%	32*	nt
> CCOc1ccc(S(=O)(=O)N(CC(=O)N/N=C/c2ccc(-c3ccc([N+](=O)[O-])cc3)o2)c2ccccc2)cc1
 : -9%	49%[activator]	4%	?	13	37
> COc1cccc(CNC(=O)CCC(=O)N2Cc3cccc(OC)c3Oc3ncccc32)c1OC
 : nt	?	-11%	13%	-2	-3
> COc1ccc(OCc2nnc(SCC(=O)NC3CCCCC3)o2)cc1
 : 2%	4%	43%[activator]	5%	10	30*
> COc1ccc(C(=O)N2CCCC(CCC(=O)N3CCN(c4ccccn4)CC3)C2)cc1 (stereo not drawn)
 : 9%	-10%	?	14%	-2	-3
> Cc1ccc(-c2noc(-c3ccccc3C(=O)N3CCCC3)n2)cc1
 : 5%	22%	0%	-37%	35*	54*
> CCC/C(=N\NC(=O)CNC(=O)/C=C/c1ccco1)c1ccccc1
 : 9%	37%[activator]	10%	?	13*	-112
> CC12CCC(C)(c3nc4ccccc4nc31)C2(C)C
 : 6%	?	10%	20%	-1	3
> CC(C)c1ccc(NC(=O)CSc2nc(=O)n(CCCN3CCOCC3)c3c2CCC3)cc1
 : nt	?	-13%	?	nt	nt
> CCc1c(SCCC(=O)O)nc2ccccc2c1C
 : 29%	?	11%	35%[activator]	-1	12
> O=C(Nc1cccc(C(F)(F)F)c1)c1ccco1
 : -5%	-15%	-2%	10µM*	11*	12
> COc1ccccc1C(=O)N/C(=C\c1cn(S(=O)(=O)N(C)C)c2ccccc12)C(=O)NCCN1CCOCC1
 : -3%	?	1%	-2%	7	-3
> O=C(O)c1cc(NN=Nc2ccc(Br)cc2)cc([N+](=O)[O-])c1
 : 21%	?	0%	5%	6	6
> C#CCOC(=O)c1ccccc1C(=O)OCC#C
 : 18%	1%[5.75 µM]	5%	6%	-3	-8
> Cc1ccccc1OCc1nc(-c2ccc(-n3cccc3)cc2)no1
 : 0%	?	nt	-9%	-3	-7
> CCOC(=O)Cc1nn(Cc2ccc(Cl)cc2)c(=O)c2ccccc12
 : -2%	?	-11%	?	4	-5

(next part)
Value order – Giardia FBPA inh	Pf growth 96h	Pf growth 48h	HCV inhibitor	Cycloheximide cs	Shiga inhibitor
> Cn1cccc1CNC1CCCCC1
 : -6%	nt	13%	2%	-3	-17
> CC(=O)c1ccc(OCCCC(=O)NCCc2ccccc2)cc1
 : nt	?	3%	-2%	31*	51
> O=C(NNC(=O)c1ccccc1Cl)c1ccccc1Cl
 : -1%	23%	51%[activator]	-10%	18*	17
> Cc1cccn2c(=O)c3cc(C(=O)NC4CCCC4)sc3nc12
 : nt	?	?	?	19*	-23
> O=C(NCC(=O)N(c1ccc(Cl)cc1)C(C(=O)NC1CCCC1)c1cccnc1)c1ccco1 (stereo not drawn)
 : 2%	?	-3%	4%	-1	14
> CC1=NN(c2ccccc2)C(=O)/C1=C/C=C/c1ccccc1
 : -5%	?	?	12%	-1	10
> Cc1ccccc1N1CCN(C2CCCN(C(=O)c3cc[n+]([O-])cc3)C2)CC1 (stereo not drawn)
 : nt	?	-1%	9%	1	-5
> Cc1noc(C)c1COc1ccccc1C(=O)N1CCN(S(=O)(=O)c2cccc([N+](=O)[O-])c2)CC1
 : nt	?	?	3%	nt	nt
> CC1=NC2(CCCc3c2no[n+]3[O-])N(O)C1(C)C (stereo not drawn)
 : 2%	-14%	7.4µM*	18%	7	10
> CCC(CO)NC1=CC(=O)CCC1 (stereo not drawn)
 : -20%	24%	9%	7%	-1	20
> COc1cccc(-n2nnnc2SCC(=O)Nc2cccc(NC(C)=O)c2)c1
 : 8%	?	5%	-17%	4	42
> Fc1ccc(C(CCNCc2cccs2)c2ccco2)cc1 (stereo not drawn)
 : -7%	?	?	-4%	-1	-10
> CCN(c1ccccc1)S(=O)(=O)c1cccc(C(=O)N(C)CCOc2ccccc2)c1
 : nt	?	-8%	?	nt	nt
> CCNC(=S)NNC(=S)NCc1ccccc1
 : 0%	22%	24%	13%	3	11
> Cc1ccc(S(=O)(=O)N2CCC(=O)N([C@H](COCc3ccc(Cl)cc3)Cc3ccccc3)CC2)cc1
 : -6%	nt	nt	nt	1	-6
> O=C1CCN(C(=O)Nc2ccccc2Cl)N1
 : 1%	-17%	20%	5%	-4	-7
> O=C(CN1C(=O)NC2(CCCc3ccccc32)C1=O)NCc1cccs1 (stereo not drawn)
 : nt	12%	-1%	2%	nt	nt
> COc1ccc(NC(=O)c2ccc3ccccc3c2)cc1NS(=O)(=O)c1ccc(F)cc1
 : -3%	?	-11%	-24%	7	-5
> BrCC(Br)C1CCC(Br)C(Br)C1 (stereo not drawn)
 : nt	52%[activator]	25%	4%	nt	nt
> Cc1ccnc(N2CCC(C(=O)Nc3cccc(C(F)(F)F)c3)CC2)n1
 : -14%	6%	?	-20%	3	-17

Reprinted at random: 2 records from the list.
Value order – Giardia FBPA inh	Pf growth 96h	Pf growth 48h	HCV inhibitor	Cycloheximide cs	Shiga inhibitor
> COc1ccccc1C(=O)N/C(=C\c1cn(S(=O)(=O)N(C)C)c2ccccc12)C(=O)NCCN1CCOCC1
 : -3%	?	1%	-2%	7	-3
> Fc1ccc(C(CCNCc2cccs2)c2ccco2)cc1 (stereo not drawn)
 : -7%	?	?	-4%	-1	-10

(listing goes on)
Value order – Giardia FBPA inh	Pf growth 96h	Pf growth 48h	HCV inhibitor	Cycloheximide cs	Shiga inhibitor
> Cc1ccc2c(=O)n3c(nc2c1)C(Cc1ccccc1)NC(=O)c1ccc(Cl)cc1-3 (stereo not drawn)
 : nt	?	?	-25%	nt	nt
> C=CCn1c(SCC(=O)N2CCCCC2)nnc1-c1ccncc1
 : 4%	6%	16%	?	4	27
> C/C(=N/NC(=O)C1CCCC1)c1ccc(NC(=O)C(F)(F)F)cc1
 : nt	?	3%	nt	19*	32
> CC(=O)O[C@H]1CC[C@H]2[C@@H]3CCc4cc(O)ccc4[C@H]3CC[C@]12C
 : -3%	-17%	-1%	-28%	4	-12
> CC(=O)Nc1ccc(S(=O)(=O)NCCC(=O)OCC(=O)NNC(=O)c2ccccc2)cc1
 : nt	5%	17%	19%	nt	nt
> CCN1CC(C)C(O)(c2ccccc2)CC1C (stereo not drawn)
 : 1%	nt	4%	5%	-5	-24
> COC(/C=C/Nc1ccc(OC)cc1)=C(C#N)C#N
 : 2%	174%[activator]	?	1%	-2	18
> CC1(C)CC(O)C(C)(C)N1O (stereo not drawn)
 : 1%	13µM*	80%[activator]	6%	-2	-15
> O=C(CSCc1ccc(Cl)cc1)Nc1ccc(S(=O)(=O)N2CCCCCC2)cc1
 : -7%	13µM*	?	-15%	-4	-7
> Cc1csc2ncc(C(=O)Nc3ccon3)c(=O)n12
 : 2%	2.6µM*	18%	12%	1	9
> COc1ccc(NC(C)=O)cc1NC(=O)CN1CCN(S(=O)(=O)c2ccc(C(C)C)cc2)CC1
 : 1%	0%	18%	22%	-3	-4
> O=C1C2C3C=CC(CC3)C2C(=O)N1/N=C/c1c(O)ccc2ccccc12 (stereo not drawn)
 : 12%	10%	27%	2%	7	-11
> CCC(C)NC(=O)Cn1nc(C(F)(F)F)c2c1CCCC2 (stereo not drawn)
 : 0%	78%[activator]	-4%	-14%	-2	8

Structures shown so far with an aryl thioether with sulfur outside any ring, in the order listed:
Value order – Giardia FBPA inh	Pf growth 96h	Pf growth 48h	HCV inhibitor	Cycloheximide cs	Shiga inhibitor
> COc1ccc(OCc2nnc(SCC(=O)NC3CCCCC3)o2)cc1
 : 2%	4%	43%[activator]	5%	10	30*
> CC(C)c1ccc(NC(=O)CSc2nc(=O)n(CCCN3CCOCC3)c3c2CCC3)cc1
 : nt	?	-13%	?	nt	nt
> CCc1c(SCCC(=O)O)nc2ccccc2c1C
 : 29%	?	11%	35%[activator]	-1	12
> COc1cccc(-n2nnnc2SCC(=O)Nc2cccc(NC(C)=O)c2)c1
 : 8%	?	5%	-17%	4	42
> C=CCn1c(SCC(=O)N2CCCCC2)nnc1-c1ccncc1
 : 4%	6%	16%	?	4	27
